H37Rv inhibition – M. tuberculosis growth inhibition, HTS (AID 449762); M. tuberculosis H37Rv growth inhibition, 7H9 media; higher % means a stronger effect; inhibition, % at 25 µM, or IC50 in µM where a hit was titrated; hit rate 0.59% among 330,000; in the data active = a potency from the dose series; inconclusive = inhibition above about 70% without an active follow-up result;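 note: bacterial growth assessed after seven days of incubation; strong numbers were not always called active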
Salmonella PhoP GFP – PhoP regulon inhibitors, Salmonella typhi PhoP promoter GFP reporter, confirmatory (AID 1850) | hit rate 0.33% among 310,000 | one-dose inhibition, % at 50 µM; IC50 in µM for titrated hits | Salmonella Typhi PhoP-promoter GFP reporter, fluorescence, 4 h; higher % means a stronger effect; in the data active = a potency from the dose series; inconclusive = inhibition mostly from about 25% at the one dose, without a potency; inactive = the rest, 99 in 100 with inhibition below about 19%;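 note: 0% = induced wells with vehicle and 100% = uninduced wells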
M. tuberculosis – growth inhibition of non-replicating M. tuberculosis (AID 488890) | Mycobacterium tuberculosis non-replicating, growth inhibition; higher % means a stronger effect | one-dose inhibition, % at 25 µM; IC50 in µM for titrated hits | hit rate 0.39% among 320,000; in the data active = a potency from the dose series; inconclusive = inhibition mostly from about 82% at the one dose, without a potency; inactive = the rest, 99 in 100 with inhibition below about 76%;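 note: plate controls were DMSO cells for no effect and high antibiotic wells for full effect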
VEEV TC-83 Vero – inhibitors of VEEV TC-83 cytopathic effect, confirmation, Vero cells (AID 588727). Vero cells, VEEV TC-83 cytopathic effect inhibition; higher % means a stronger effect. one-dose inhibition, % at 20 µM; IC50 in µM for titrated hits. hit rate 0.13% among 350,000; in the data active = a potency from the dose series; inconclusive = inhibition mostly from about 14% at the one dose, without a potency; inactive = the rest, 99 in 100 with inhibition below about 12%; note: strong numbers were not always called active
H1N1 NS1A inhibition – NS1A inhibition, H1N1 influenza, cell based functional assay (AID 504329); hit rate 0.3% among 340,000; one-dose inhibition, % at 12.5 µM; IC50 in µM for titrated hits; NS1A functional cell-based assay, percent inhibition; higher % means a stronger effect; in the data active = a potency from the dose series; inconclusive = inhibition above about 27% without an active follow-up result; note: strong numbers were not always called active
VEEV TC-83 Vero 10K pilot screen – second read-out of VEEV TC-83 Vero, no call of its own (marks repeat the call); inhibition, %; measured here: 10K pilot screen inhibition
Active calls of the source: *; i = inactive; u = inconclusive; x = not tested or not shown.

SMILES	H37Rv inhibition	Salmonella PhoP GFP	M. tuberculosis	VEEV TC-83 Vero	H1N1 NS1A inhibition	others
COc1ccc(C(CNC(=O)c2ccc3c(c2)CCC3)N(C)C)cc1 (stereo not given)	-4.1%	6.8%	12.3%	0.8%	9.6%
O=C(COC(=O)/C=C/c1ccc(C(F)(F)F)cc1)NCCC1=CCCCC1	22.9%	0.9%	73.8%	i	21.5%
CCCC1OC23CCCCC2C(C#N)(C(=N)O3)C1(C#N)C#N (stereo not given)	-7.2%	-7.8%	7.2%	0.3%	3.5%
CCOC(=O)c1c[nH][nH]c1=O	-1.5%	-3.5%	-19.3%	i	-25.3%
Cc1cc(C)cc(N(CC(=O)NC2CCCC2)C(=O)CCC(=O)Nc2cc(C)on2)c1	-3.2%	0.0%	-11.6%	0.5%	0.3%
CCCc1nc(SCC(=O)Nc2nnc(SCC)s2)c2c(=O)n(C)c(=O)n(C)c2n1	9.6%	5.0%	-6.5%	9.4%	-3.8%
CC(=O)c1c(C)nc(-c2ccc(OCC(=O)Nc3ccc(F)cc3)cc2)n1O	9.4%	17.2%	21.5%	1.4%	2.4%
Cc1[nH]c2ccccc2c1C(=O)COC(=O)c1ccc([N+](=O)[O-])s1	0.59µM*	-5.8%	0.65µM*	0.9%	6.6%
CC1CN(C(=O)c2ccc(COCC(F)(F)F)o2)CC(C)O1 (stereo not given)	-5.1%	-9.5%	-4.5%	1.6%	1.3%
COc1ccc(NC(=O)O/N=C/c2ccc(Br)cc2)cc1	37.7%	2.6%	2.5%	1.3%	-18.5%
CCOc1ccc(N2CC(C(=O)Nc3ccc(S(=O)(=O)Nc4nccs4)cc3)CC2=O)cc1 (stereo not given)	-17.2%	-3.3%	40.3%	1.0%	2.2%
Cc1ccc(NC(=O)CSc2nnc(CNC(=O)c3cccs3)o2)c(C)c1	3.9%	-5.4%	-2.8%	i	-19.7%	VEEV TC-83 Vero 10K pilot screen=0.0
O=C(CNC(=O)c1cccs1)NCCN1CCC(Cc2ccccc2)CC1	9.3%	6.1%	-4.1%	x	x
O=C(Cc1ccc(Br)cc1)Nc1ccccc1Sc1ccccc1	14.7%	-0.4%	6.7%	i	-15.7%
COc1cc(NC(=O)c2ccccc2)c(C)cc1NC(=O)CC(CC(=O)O)c1ccccc1 (stereo not given)	-1.3%	2.0%	-10.2%	1.0%	-0.6%
O=C(NCC1CCCO1)c1ccc2c(=O)n(CC3CCCO3)c(=S)[nH]c2c1 (stereo not given)	-9.7%	9.9%	-15.3%	0.2%	-11.9%
Cc1ccc(C2CC(=O)C(C=NCCN3CCN(C(=O)Cc4ccccc4)CC3)=C(O)C2)cc1 (stereo not given)	-2.1%	-1.0%	30.7%	3.8%	2.9%
CCc1cc(C(=O)NC(C)C2CCCO2)cs1 (stereo not given)	3.4%	-10.5%	70.3%	8.5%	7.7%
O=C(COC(=O)CN=C1NS(=O)(=O)c2ccccc21)Nc1ccccc1OC(F)F	-1.9%	-1.0%	-6.3%	i	2.3%
CCOC(=O)[C@H]1[C@H]2COc3ccccc3[C@@H]2N2C(=O)c3cc(F)ccc3NC(=O)[C@@]12C	-2.5%	-2.0%	23.9%	0.1%	-3.6%	VEEV TC-83 Vero 10K pilot screen=0.9
Cc1ccc(CNS(=O)(=O)CCNC(=O)c2ccc3c(c2)OCO3)cc1	-6.9%	-2.4%	15.6%	i	10.9%
O=C1C2CC=C(Cl)CC2C(=O)N1CCc1c[nH]c2ccccc12 (stereo not given)	5.5%	0.7%	15.9%	i	-4.1%
Cn1ccnc1SCC(=O)c1c[nH]c2ccccc12	-4.0%	3.0%	-10.3%	1.0%	5.0%
CCN(CC)N=Nc1[nH]nc2nc(C)cc(C)c12	-1.2%	5.6%	55.4%	1.8%	-3.9%
Cc1[nH]c2ccccc2c1C(=O)CSC(=S)N1CCOCC1	1.5%	-5.6%	59.5%	3.4%	0.4%

Brought forward from above: 6 compounds, followed by the next part.
SMILES	H37Rv inhibition	Salmonella PhoP GFP	M. tuberculosis	VEEV TC-83 Vero	H1N1 NS1A inhibition	others
CCOC(=O)[C@H]1[C@H]2COc3ccccc3[C@@H]2N2C(=O)c3cc(F)ccc3NC(=O)[C@@]12C	-2.5%	-2.0%	23.9%	0.1%	-3.6%	VEEV TC-83 Vero 10K pilot screen=0.9
Cc1ccc(CNS(=O)(=O)CCNC(=O)c2ccc3c(c2)OCO3)cc1	-6.9%	-2.4%	15.6%	i	10.9%
O=C1C2CC=C(Cl)CC2C(=O)N1CCc1c[nH]c2ccccc12 (stereo not given)	5.5%	0.7%	15.9%	i	-4.1%
Cn1ccnc1SCC(=O)c1c[nH]c2ccccc12	-4.0%	3.0%	-10.3%	1.0%	5.0%
CCN(CC)N=Nc1[nH]nc2nc(C)cc(C)c12	-1.2%	5.6%	55.4%	1.8%	-3.9%
Cc1[nH]c2ccccc2c1C(=O)CSC(=S)N1CCOCC1	1.5%	-5.6%	59.5%	3.4%	0.4%
Cc1nc(=O)c(-c2ccccc2)c(C)n1-c1ccc(O)cc1	-5.8%	0.5%	15.3%	1.4%	17.0%
O=C1C=C(NCc2ccc(Cl)cc2)CCC1	3.2%	-10.9%	25.0%	1.1%	-4.2%
Cc1cc(/C=N/O)c(C)n1-c1cccc(Cl)c1	-1.3%	-4.6%	x	1.1%	0.9%
CCOC(=O)c1c(C)c(C(=O)N2CCN(C(=O)c3ccco3)CC2)c(C)n1C	-2.4%	-6.9%	-3.9%	i	19.7%
CCCSc1nnc(Cc2cc(=O)[nH]c(=O)[nH]2)n1-c1cc(C)ccc1C	-8.0%	-11.4%	-14.7%	3.0%	0.1%
CCOC(=O)c1c(NC(=O)COC(=O)CCOc2ccccc2C)sc(C(=O)NC)c1C	3.9%	-5.7%	25.8%	0.2%	-7.7%
COc1ccc(S(=O)(=O)N2CCN(c3ncccn3)CC2)cc1	4.6%	1.5%	4.6%	i	-1.8%
Fc1ccc(CN2CCCCCCC2)cc1	-4.3%	-0.6%	-7.3%	i	-0.4%
Cc1cccc2cc(C(c3nnnn3CC3CCCO3)N3CCOCC3)c(=O)[nH]c12 (stereo not given)	-9.4%	11.3%	-12.8%	4.6%	-0.1%
Oc1oc(-c2ccco2)nc1C=Nc1cccc(Cl)c1	u	0.2%	7.88µM*	2.7%	26.9%
S=C(NCCc1ccccn1)Nc1ccccc1	1.9%	7.2%	3.6%	2.1%	-10.5%
CC(=O)c1ccc(N2CCN(S(=O)(=O)c3ccc4c(c3)CC(C)N4C(C)=O)CC2)cc1 (stereo not given)	-0.1%	4.1%	9.3%	i	6.8%
CCOC(=O)CSc1nncc2ccc(OC)c(OC)c12	2.6%	10.6%	-16.7%	1.6%	-6.9%
Cc1sc(NC(=S)NC(=O)c2ccccc2)c(C#N)c1C	x	-12.0%	45.4%	1.7%	-15.7%
CN(c1ccc(Cl)cc1)S(=O)(=O)c1nnc(NC(=O)c2ccco2)s1	4.6%	7.9%	70.3%	0.2%	0.0%
CCCCOC(=O)Nc1nccs1	3.6%	1.5%	-2.6%	i	-3.0%
O=C1c2ccccc2C2=Nc3ccccc3SC(c3ccccc3F)C12 (stereo not given)	-14.2%	3.8µM*	16.2%	3.7%	16.9%
O=c1[nH]c(=S)[nH]c(O)c1N=Nc1ccc(S(=O)(=O)N2CCOCC2)cc1	-0.9%	6.2%	7.1%	3.4%	21.8%
Fc1ccc2cc(-c3ccccc3F)ncc2c1	0.4%	x	-1.3%	0.4%	0.0%
CCOC(=O)Cc1c(C)nc2c(C#N)c[nH]n2c1=O	0.5%	-7.9%	x	3.0%	2.2%
Cn1cc(Br)c(-c2cccc(NC(=O)CCCC(=O)O)c2)n1	2.5%	1.6%	-9.6%	1.7%	-1.7%
Cc1ccc(O)c(CNn2cnnc2)c1	-3.8%	-6.0%	-5.3%	1.0%	11.8%
Nc1cc(=O)[nH]c(=O)n1-c1ccc(Cl)cc1	-0.5%	8.4%	0.7%	0.3%	1.4%
CCCSc1nnc(-c2cnn(-c3ccccc3)c2-n2cccc2)n1C	-3.1%	1.9%	22.6%	4.5%	-4.2%
CC(C)N(C(=O)CSc1ccc(S(=O)(=O)N2CCCCC2)cn1)C(C)C	-0.3%	x	5.5%	0.4%	2.6%

Arranged by count of non-hydrogen atoms (ascending): part of the list above
SMILES	H37Rv inhibition	Salmonella PhoP GFP	M. tuberculosis	VEEV TC-83 Vero	H1N1 NS1A inhibition	others
Fc1ccc(CN2CCCCCCC2)cc1	-4.3%	-0.6%	-7.3%	i	-0.4%
O=C(COC(=O)/C=C/c1ccc(C(F)(F)F)cc1)NCCC1=CCCCC1	22.9%	0.9%	73.8%	i	21.5%
CC(=O)c1ccc(N2CCN(S(=O)(=O)c3ccc4c(c3)CC(C)N4C(C)=O)CC2)cc1 (stereo not given)	-0.1%	4.1%	9.3%	i	6.8%

5 entries drawn at random from the list so far:
SMILES	H37Rv inhibition	Salmonella PhoP GFP	M. tuberculosis	VEEV TC-83 Vero	H1N1 NS1A inhibition	others
O=c1[nH]c(=S)[nH]c(O)c1N=Nc1ccc(S(=O)(=O)N2CCOCC2)cc1	-0.9%	6.2%	7.1%	3.4%	21.8%
O=C1C=C(NCc2ccc(Cl)cc2)CCC1	3.2%	-10.9%	25.0%	1.1%	-4.2%
CC(=O)c1ccc(N2CCN(S(=O)(=O)c3ccc4c(c3)CC(C)N4C(C)=O)CC2)cc1 (stereo not given)	-0.1%	4.1%	9.3%	i	6.8%
CC(C)N(C(=O)CSc1ccc(S(=O)(=O)N2CCCCC2)cn1)C(C)C	-0.3%	x	5.5%	0.4%	2.6%
O=C1c2ccccc2C2=Nc3ccccc3SC(c3ccccc3F)C12 (stereo not given)	-14.2%	3.8µM*	16.2%	3.7%	16.9%

Later entries:
SMILES	H37Rv inhibition	Salmonella PhoP GFP	M. tuberculosis	VEEV TC-83 Vero	H1N1 NS1A inhibition	others
COc1cc(C2SCC(=O)N2c2nnc(C34CC5CC(CC(C5)C3)C4)s2)cc(OC)c1OC (stereo not given)	4.0%	-3.5%	13.0%	1.4%	-1.5%
O=C(Cc1cccc2ccccc12)NCCC1=CCCCC1	5.9%	13.0%	65.9%	3.1%	-6.0%
Cc1ccc(S(=O)(=O)N2CCC(NC(=O)c3cccc(C)c3)CC2)cc1	-2.8%	8.5%	2.0%	0.4%	0.9%
COc1ccc(CCNCC(O)Cn2c3ccccc3c3ccccc32)cc1OC (stereo not given)	u	4.0%	u	0.9%	17.7%
COc1ccc(Nc2cccccc2=O)cc1	-10.8%	14.9%	x	2.4%	-2.4%
CCOc1ccc(C(C(=O)NCC2CCCO2)N(CCc2cccc(C)c2)C(=O)c2snc(C(N)=O)c2N)cc1 (stereo not given)	x	x	x	6.0%	-4.7%
CCOC(=O)CSc1nc2ccccc2c(=O)n1CCCCCC(=O)NCc1ccco1	1.5%	-2.6%	6.1%	0.1%	-7.5%
O=C(O)CC1S/C(=N\N=C2\C(=O)Nc3ccccc32)N(c2ccc(O)cc2)C1=O (stereo not given)	-1.4%	2.9%	-6.0%	0.3%	-6.7%
COc1ccc(Nc2ccc(N3C(=O)CCCC3=O)cc2[N+](=O)[O-])c(OC)c1	-0.5%	2.8%	6.9%	i	4.9%
Nc1cc(Nc2ccccc2)c2nonc2c1[N+](=O)[O-]	2.0%	-18.0%	-11.0%	1.5%	-13.5%
O=C(NCC1CCCN1S(=O)(=O)c1cccs1)C(=O)Nc1cccc(F)c1 (stereo not given)	-3.5%	1.3%	17.1%	2.4%	1.2%
COC(=O)c1c(N2C(=O)[C@H]3[C@@H](C2=O)[C@]2(C(=O)Nc4c(C)cc(C)cc42)N2CCC[C@@H]32)sc(C)c1C	5.2%	-19.8%	27.1%	3.5%	-4.7%
Cc1nn(C)cc1NC(=O)Cn1nc(C(F)(F)F)cc1C1CC1	-3.9%	-7.4%	-7.4%	0.6%	-3.3%
Cn1ncc(N2CCN(C(=O)c3ccc(Cl)cc3)CC2)c(Cl)c1=O	4.6%	9.7%	-10.4%	i	-2.3%
O=C(Nc1cc(Cl)ccc1Cl)c1cc(-c2ccco2)on1	6.8%	0.3%	15.4%	1.4%	6.9%
Cc1cccc(NC(=S)NCc2ccc(F)cc2)c1C	9.3%	-0.4%	51.4%	0.9%	-12.3%
COc1ccc(Cn2c(SCC(=O)NCc3ccco3)nc3ccsc3c2=O)cc1	-1.5%	-6.3%	3.8%	0.1%	8.2%
COC(=O)c1ccc(Cn2nc(C)c(Cl)c2C)o1	-5.2%	-1.2%	-0.3%	0.3%	-9.2%
Cc1cccc(NC(=O)CCC(=O)OCC(=O)c2ccc(Oc3ccc([N+](=O)[O-])cc3)cc2)c1	15.7%	-4.7%	68.8%	0.6%	-3.0%
